Assay outcomes as filed in PubChem.
LmPK inhibitor: LmPK (Leishmania mexicana) enzyme inhibition. purified LmPK, Kinase-Glo ATP luminescence, 1 h. Potency, µM (highest dose often 57.5 µM), for inactives: at the highest dose activity change, negative = inhibition, most hits filed as inhibitors. 290,000 compounds, 0.37% hits. AID 1721; note: potency is the fitted concentration of half-maximal effect
Target sequence (Q27686 whole entry, looked up): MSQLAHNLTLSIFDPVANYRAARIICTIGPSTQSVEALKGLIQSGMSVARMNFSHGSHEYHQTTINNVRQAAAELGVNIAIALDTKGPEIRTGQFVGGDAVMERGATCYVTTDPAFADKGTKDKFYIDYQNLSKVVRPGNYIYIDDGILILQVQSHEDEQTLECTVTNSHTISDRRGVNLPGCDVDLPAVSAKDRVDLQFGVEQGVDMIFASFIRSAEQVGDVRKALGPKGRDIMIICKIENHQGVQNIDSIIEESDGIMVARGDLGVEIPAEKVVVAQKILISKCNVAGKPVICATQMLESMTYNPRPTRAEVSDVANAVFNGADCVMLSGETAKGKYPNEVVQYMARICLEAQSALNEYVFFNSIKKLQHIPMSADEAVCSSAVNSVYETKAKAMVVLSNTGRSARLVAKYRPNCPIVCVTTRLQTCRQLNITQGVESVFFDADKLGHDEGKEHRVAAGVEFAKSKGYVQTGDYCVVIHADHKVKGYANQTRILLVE
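Kinase-Glo luminescence read after 1 h RT reaction of 0.1 nM LmPK with 0.5 mM PEP and 0.1 mM ADP. Activity scaled between uninhibited and enzyme-free controls.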
AMA1-RON2 inh: disrupts binding of P. falciparum AMA1 to RON2 | AlphaScreen AMA1-biotinylated RON2 peptide binding | Potency, µM (top dose mostly 58.2 µM), inactives show at the highest dose activity change, negative = inhibition, hits mostly inhibitors | 360,000 compounds, 0.2% hits | AID 720542;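 note: potency is the fitted concentration of half-maximal effect; 0% = vehicle wells and -100% = peptide control; nearly all actives have a fitted effect of over 45% in size; some results filed as inactive show a strong effect at the top dose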
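AMA1 (3D7) with his tag at 25 nM final met compounds first, then biotinylated RON2 peptide at 25 nM; detection used donor plus acceptor beads, 10 µg/mL apiece, read by AlphaScreen after 30 min at room temperature.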
Tb PYK inh: T. brucei pyruvate kinase inhibition; Potency, µM (top dose mostly 76.8 µM), for the others: at the top dose activity, negative = inhibition, most hits filed as inhibitors; 410,000 compounds, 0.12% hits; Q57TT1; TbPYK enzyme, Kinase-Glo Plus ATP luminescence, 45 min; note: potency is the fitted concentration of half-maximal effect; nearly all actives have a fitted effect of over 50% in size
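Quantitative HTS: titrated library compounds versus trypanosomal pyruvate kinase in TEA buffer (pH 7.2) containing KCl, MgCl2, BSA and Tween-20. Reactions were initiated with ADP, 130 uM final. Kinase-Glo Plus luminescence was read after 45 min at RT.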
AmpC inh detg: blocks E. coli AmpC beta-lactamase in detergent assay; P00811; AmpC hydrolysis of nitrocefin, absorbance 480 nm, 0.01% Triton; Potency, µM (titrated, usually from 114 µM), without a hit: at the top dose activity change, negative = inhibition, usual class: inhibitors; 370,000 compounds, 0.041% hits;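 note: potency is the fitted concentration of half-maximal effect; 0% = no-compound wells and -100% = no-enzyme wells; nearly all actives have a fitted effect of over 25% in size; some results filed as inactive show a strong effect at the top dose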
Target sequence (P00811 whole entry, looked up): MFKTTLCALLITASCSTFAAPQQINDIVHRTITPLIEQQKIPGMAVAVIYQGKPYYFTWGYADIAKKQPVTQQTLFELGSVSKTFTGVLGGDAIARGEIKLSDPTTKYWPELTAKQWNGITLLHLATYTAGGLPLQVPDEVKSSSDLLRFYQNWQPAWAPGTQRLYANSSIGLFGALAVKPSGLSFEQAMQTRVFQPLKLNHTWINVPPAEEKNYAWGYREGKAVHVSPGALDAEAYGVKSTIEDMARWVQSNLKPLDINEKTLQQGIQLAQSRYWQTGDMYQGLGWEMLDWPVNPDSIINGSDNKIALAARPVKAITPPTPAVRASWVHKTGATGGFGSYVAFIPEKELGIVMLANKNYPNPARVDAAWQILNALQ
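AmpC (5.3 nM in the dispensed reagent) in 20 mM phosphate pH 7.0 with 0.01% (detergent screen) or 0.0001% Triton X-100 was preincubated with compounds for 15 min at room temperature. Nitrocefin was then added from an 800 uM solution, and hydrolysis was followed at 480 nm.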
HCMV antiviral: inhibitors of human cytomegalovirus; activity change, negative = inhibition, % at 57.5 µM; 410,000 compounds, 4.5% hits; HFF cells, HCMV-luciferase reporter, 72 h; hits give low values; in the data active = activity change below about -60%; inconclusive = no clear call, values can overlap the other calls; inactive = above about -39%
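Two compound doses tested in HFFs infected with HCMV-luciferase, MOI 1 PFU/cell, 72 h at 37C. Lysate luminescence read with OneGlo; data normalized against buffer-only and 10uM Salinomycin inhibitor controls.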
AmpC no deterg: inhibitors of E. coli AmpC beta-lactamase without detergent. P00811. 330,000 compounds, 0.52% hits. Potency, µM (top dose mostly 57.1 µM), without a hit: top-dose activity change, negative = inhibition, usual class: inhibitors. AmpC nitrocefin hydrolysis, absorbance 480 nm, 0.0001% Triton;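 note: potency is the fitted concentration of half-maximal effect; plate controls were no compound for no effect and no enzyme for full effect; nearly all actives have a fitted effect of over 20% in size; some results filed as inactive show a strong effect at the top dose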
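AmpC (5.3 nM in the dispensed reagent) in 20 mM phosphate pH 7.0 with 0.01% (detergent screen) or 0.0001% Triton X-100 was preincubated with compounds for 15 min at room temperature. Nitrocefin was then added from an 800 uM solution, and hydrolysis was followed at 480 nm.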
Sm TGR inh: S. mansoni TGR enzyme inhibition | AID 485364 | Potency, µM (titrated, usually from 114 µM), for inactives: at the highest dose activity change, negative = inhibition, usual class: inhibitors | 360,000 compounds, 3% hits | purified TGR, DTNB reduction, TNB absorbance 405 nm; note: potency is the fitted concentration of half-maximal effect; nearly all actives have a fitted effect of over 60% in size
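First, TGR (20 nM dispensed) and NADPH were mixed with compound. Second, a 15 min room-temperature incubation followed. Third, further NADPH and then DTNB were added to start the reaction. Finally, TNB absorbance was monitored kinetically.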
Active calls of the source: *; ? = inconclusive; nt = not tested or not shown; [ ] = remark or other dose. Unless noted, calls come from the whole dose curve; as a rule, active = well fitted curve in the direction sought with a large enough effect; inconclusive = small, poorly fitted or top-dose-only effect, or another doubt; inactive = no such curve, though single readings can be large; an effect the other way counts as inactive or inconclusive. Unless noted, % is set by controls: 0 for no effect and ±100 for the full control effect.

1	Oc1ccc(C[C@H]2CNC(=S)N2C[C@H]2CCCN2C[C@H](Cc2ccccc2)N2C[C@H](Cc3ccccc3)N(CC3CCCCC3)C2=S)cc1
2	COCCNC(=O)c1ccc(CN2CCOCC2)cc1
3	O=C(NC1CCCCC1)Oc1cc2oc(=O)sc2cc1Cl
4	O=c1[nH]c(CSc2nc3ccccc3s2)nc2ccccc12
5	Cc1ccc(Nc2c(-c3ccsc3)nc3c(C)cccn23)cc1
6	Brc1ccccc1OCCCN1CCCC1
7	COc1cccc(CNC(=O)C2CCC(CNS(=O)(=O)c3ccc4c(c3)CCCC(=O)N4)CC2)c1 (stereo not given)
8	Cc1ccc(NC(=O)CN2C(=O)NC(C)(CC(C)C)C2=O)c(Br)c1 (stereo not given)
compound no. | 1 | 2 | 3 | 4 | 5 | 6 | 7 | 8
LmPK inhibitor | nt | 0% | -1% | 5% | nt | -5% | nt | nt
AMA1-RON2 inh | 10% | 4% | -9% | 0% | nt | -21% | nt | -9%
Tb PYK inh | 1% | -3% | -25% | 2% | 0% | 15% | -4% | -6%
AmpC inh detg | nt | -5% | 1% | -2% | -2% | 4% | -1% | nt
HCMV antiviral | -17 | 34 | -20 | -13 | 20 | 30 | 14 | -7
AmpC no deterg | nt | -22% | -20% | -59% | nt | 1% | nt | -28%
Sm TGR inh | nt | -3% | ? | 2% | -6% | 2% | 7% | nt

A draw from above in order of count of non-hydrogen atoms, ascending.
3	O=C(NC1CCCCC1)Oc1cc2oc(=O)sc2cc1Cl
8	Cc1ccc(NC(=O)CN2C(=O)NC(C)(CC(C)C)C2=O)c(Br)c1 (stereo not given)
1	Oc1ccc(C[C@H]2CNC(=S)N2C[C@H]2CCCN2C[C@H](Cc2ccccc2)N2C[C@H](Cc3ccccc3)N(CC3CCCCC3)C2=S)cc1
compound no. | 3 | 8 | 1
LmPK inhibitor | -1% | nt | nt
AMA1-RON2 inh | -9% | -9% | 10%
Tb PYK inh | -25% | -6% | 1%
AmpC inh detg | 1% | nt | nt
HCMV antiviral | -20 | -7 | -17
AmpC no deterg | -20% | -28% | nt
Sm TGR inh | ? | nt | nt

(further entries)
9	COc1cc(C2CC(=O)c3cnc(NC(=O)COc4ccccc4)nc3C2)cc(OC)c1OC (stereo not given)
10	COc1ccc(CCCc2nnc(SCC(=O)Nc3ccc(C)cc3)o2)cc1
11	COc1ccc2oc(=N)c(C(=O)Nc3ccc(F)cc3)cc2c1
12	CC(=O)N=c1sc(C(C)(C)C)c(C)n1C
13	CS(=O)(=O)N1CCN(c2ccc(NC(=O)COc3ccccc3)cc2)CC1
14	CC(C(=O)N1CCCCCC1)N(c1ccc(Cl)cc1)S(C)(=O)=O (stereo not given)
15	Nc1c(C(=O)c2ccccc2)oc2ccccc12
16	C=CCSc1nc2ccccc2c(=O)n1Cc1ccccc1
compound no. | 9 | 10 | 11 | 12 | 13 | 14 | 15 | 16
LmPK inhibitor | 15% | nt | 0% | -3% | 11% | 0% | -1% | 1%
AMA1-RON2 inh | -10% | nt | 3% | 0% | 3% | 14% | ? | -12%
Tb PYK inh | 1% | -6% | -3% | -4% | -4% | -2% | -3% | 4%
AmpC inh detg | -11% | -7% | -2% | -12% | -1% | ? | -9% | -12%
HCMV antiviral | 57 | -10 | -62* | 9 | -21 | 7 | 37 | -27
AmpC no deterg | -11% | nt | -8% | -10% | -14% | 38% | -24% | -23%
Sm TGR inh | -5%[11.4 µM] | 7% | 2% | -29% | 7% | -12% | 0% | 6%

17	Cc1cccc(CN(C(=S)Nc2c(C)cccc2C)c2cccnc2)c1
18	O=C(c1ccccc1F)N1C[C@H]2C[C@@H](C1)c1cccc(=O)n1C2
19	CC(=O)c1ccc(NC(=O)c2cc(S(=O)(=O)N3CCCCCC3)cn2C)cc1
20	CCOC(=O)CNC(=O)CSc1ncnc2c1cnn2Cc1ccccc1
21	CCOC(=O)/C(C)=N/Nc1nc(-c2ccc(NC(C)=O)cc2)cs1
22	COc1cc2c(cc1OC)CN(C(=O)c1ccc([N+](=O)[O-])o1)CC2
23	CCOc1ccc(NC(=O)CCN2C(=O)c3cccc([N+](=O)[O-])c3C2=O)cc1
24	COc1ccc(N2CCN(c3oc(-c4ccc(COc5cccc(C)c5)o4)nc3C#N)CC2)cc1
compound no. | 17 | 18 | 19 | 20 | 21 | 22 | 23 | 24
LmPK inhibitor | -6% | -9% | nt | 1% | -5% | 7% | -18% | nt
AMA1-RON2 inh | 2% | 12% | nt | -31% | 57%[activator] | -3% | 4% | nt
Tb PYK inh | 2% | 2% | -6% | 2% | -10% | -18% | 1% | -1%
AmpC inh detg | 3% | ? | 8% | -8% | -6% | -1% | -15% | -5%
HCMV antiviral | 0 | -25 | 15 | 87 | 15 | -28 | 30 | -6
AmpC no deterg | -17% | -16% | nt | 43% | -7% | 4% | -6% | nt
Sm TGR inh | 23% | 3% | 10% | 6% | 11µM* | 28µM* | -12% | -4%

Profiles, quoted from the list:
CCOc1ccc(NC(=O)CCN2C(=O)c3cccc([N+](=O)[O-])c3C2=O)cc1 is entered as LmPK inhibitor = -18%; AMA1-RON2 inh = 4%; Tb PYK inh = 1%; AmpC inh detg = -15%; HCMV antiviral = 30; AmpC no deterg = -6%; Sm TGR inh = -12%
CCOC(=O)CNC(=O)CSc1ncnc2c1cnn2Cc1ccccc1 is entered as LmPK inhibitor = 1%; AMA1-RON2 inh = -31%; Tb PYK inh = 2%; AmpC inh detg = -8%; HCMV antiviral = 87; AmpC no deterg = 43%; Sm TGR inh = 6%

Later entries
25	CC(=O)Nc1ccc(NC(=O)C(=O)NCC(c2ccco2)N2CCc3ccccc3C2)cc1 (stereo not given)
26	N#Cc1ccc(-c2csc(NC(=O)C3CC3)n2)cc1
27	Cc1ccc(NC(=O)C/C(N)=N/O)cc1Cl
28	N#CC(C#N)=Cc1cc2ccccc2nc1N1CCOCC1
29	NCC(=O)NCC(=O)NC[C@H]1O[C@@H](n2cnc3c(N)ncnc32)[C@H](O)[C@@H]1O
30	O=C(C[n+]1ccc(C(=O)NCc2ccccc2)cc1)c1ccc(Cl)cc1
31	CN(Cc1ccccc1)S(=O)(=O)c1ccc(S(=O)(=O)N(Cc2ccc(F)cc2)C2CCCC2)cc1
32	O=C(OCC(=O)c1c[nH]c2ccccc12)c1cccc([N+](=O)[O-])c1
compound no. | 25 | 26 | 27 | 28 | 29 | 30 | 31 | 32
LmPK inhibitor | nt | -1% | 2% | 1% | nt | -3% | 8% | nt
AMA1-RON2 inh | -7% | -3% | 8% | -4% | 38%[activator] | 11% | 2% | -1%
Tb PYK inh | 2% | -5% | -3% | -9% | -2% | -8% | 2% | 0%
AmpC inh detg | -13% | ? | 2% | ? | nt | -4% | 12% | 0%
HCMV antiviral | -6 | -18 | 7 | 84 | -24 | 0 | -19 | -6
AmpC no deterg | -24% | -20% | -31% | -11% | -14% | -31% | -11% | -38%
Sm TGR inh | ? | 0% | -14% | 7.1µM* | nt | 4% | 2% | -3%

33	CNS(=O)(=O)c1cccc(C(=O)OCC(=O)c2cc3ccccc3o2)c1
34	CSc1cnc2c(=O)[nH]c(=O)n(C)c2n1
35	N#CCCN(Cc1cccnc1)C(=S)NCc1ccco1
36	Nc1c(C(=O)c2ccc(F)cc2)sc(Nc2ccccc2F)c1S(=O)(=O)c1ccc(Br)cc1
37	COc1c(N2CCN(C(=S)Nc3ccccc3F)C(C)C2)c(F)cc2c(=O)c(C(=O)O)cn(C3CC3)c12 (stereo not given)
38	Cn1c(=O)c2cc(S(=O)(=O)NC(C(=O)NCc3cccnc3)c3ccccc3)ccc2n(C)c1=O (stereo not given)
39	Cc1ccc(NC(=O)c2cnc(SCC(=O)N3CCCc4ccccc43)n(C)c2=O)cc1
40	COc1ccc(-c2cc3ccc(OCC(C)=O)cc3oc2=O)cc1OC
compound no. | 33 | 34 | 35 | 36 | 37 | 38 | 39 | 40
LmPK inhibitor | 7% | -5% | -1% | nt | 7% | 8% | nt | -1%
AMA1-RON2 inh | -2% | 5% | -4% | nt | -11% | 16% | nt | -12%
Tb PYK inh | -7% | 2% | -3% | -5% | 1% | 0% | 6% | -7%
AmpC inh detg | -15% | -5% | -8% | -5% | 0% | -3% | 6% | ?
HCMV antiviral | -2 | -10 | 92 | -71* | -23 | 26 | ? | 85
AmpC no deterg | -42% | -11% | -10% | nt | -11% | -16% | nt | -12%
Sm TGR inh | -8% | 0% | -18% | -2% | -8% | 6% | ? | 3%

41	O=S(=O)(NC1CC2CCC1C2)c1ccc(Br)s1 (stereo not given)
42	COc1ccc(NC(=S)N/N=C/c2ccc(F)cc2)cc1OC
43	Cc1ccc(-n2ncc(C(=O)Nc3ccc4c(c3)OCO4)c2C2CCN(C(=O)OC(C)(C)C)CC2)c(C)c1
44	O=C(CSCc1cc(=O)c2cc(F)ccc2[nH]1)Nc1ccccc1Cl
45	O=C(NCc1ccco1)c1cnn2c1NC(c1ccc(Br)cc1)CC2C(F)(F)F (stereo not given)
46	Cc1ccccc1Cn1c2ccccc2c2cnn(CC(=O)NCCc3ccccc3)c(=O)c21
47	CCc1cc(=O)oc2cc(OC3CCCCC3=O)ccc12 (stereo not given)
48	Cc1ccc2c(c1)-c1c(ssc1=S)C(C)(C)N2C(=O)CSc1nncn1C
49	COCCCNC(=O)Cc1ccc(-n2c(C)nc3cccnc32)cc1
50	O=C(Oc1ccc(Br)cc1C(=S)N1CCCC1)c1ccccc1Cl
51	CCC(=O)NC(NCC1CCCO1)C(Cl)(Cl)Cl (stereo not given)
compound no. | 41 | 42 | 43 | 44 | 45 | 46 | 47 | 48 | 49 | 50 | 51
LmPK inhibitor | 5% | -5% | nt | nt | 3% | nt | -3% | 4% | 1% | 3% | -8%
AMA1-RON2 inh | 3% | 24% | nt | nt | -9% | nt | -12% | -21% | 3% | 17% | 6%
Tb PYK inh | -25% | 3% | -9% | -6% | ? | -5% | 2% | ? | -4% | -5% | -2%
AmpC inh detg | -13% | 8% | 25% | 11% | 0% | 1% | -9% | 1% | -7% | -8% | 2%
HCMV antiviral | 8 | -22 | 23 | -3 | -8 | -96* | -3 | -3 | ? | 34 | -10
AmpC no deterg | -45% | -23% | nt | nt | 40% | nt | -5% | 105%[activator] | -9% | -27% | 96%[activator]
Sm TGR inh | -6% | 2% | -3% | -1% | -36% | -7% | -5% | -30% | -8% | 1% | 5%

An unsorted share of the library. About 7.4% of those tested had a hit in this group.
